From PubChem
SRC2 inh: inhibits human steroid receptor coactivator 2; AID 651957; 0.17% of 370,000 active; HEK293 GAL4-SRC2 luciferase reporter, luminescence; Q15596; inhibition, % at 9 µM;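 active = inhibition above the mean inhibition of all tested compounds plus 3 SD, set per campaign, cut at about 52% in these data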;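 note: 0% = DMSO treated cells and 100% = cells given Gossypol at 36 µM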
NCOA1 inh: inhibitors of human steroid receptor coactivator 1 (SRC1) | Q15788 | HEK293 GAL4-SRC1 luciferase reporter, luminescence | inhibition, % at 3.6 µM | 0.12% of 360,000 active | AID 588354;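 active = inhibition above the campaign mean plus 3 SD, with each screening campaign given its own cutoff, cut at about 60% in these data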;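 note: 0% = DMSO treated cells and 100% = gossypol at 36 µM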
NOD2-RIPK2 inh: NOD2-RIPK2 protein interaction inhibition; CHO BLA complementation NOD2-RIPK2, CCF4 ratio; 0.38% of 360,000 active; inhibition, % at 4.98 µM; in the data active = inhibition above about 21%;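 note: 0% = vehicle only and 100% = reference blocker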
LRH-1 inv ag: inverse agonists of human LRH-1 (NR5A2); HEK293T StAR-luciferase reporter, LRH-1 transfected, 24 h; inhibition, % at 3.6 µM; 0.13% of 360,000 active; O00482;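 active = inhibition above the mean inhibition of all tested compounds plus 3 SD, cut at about 73% in these data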;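 note: 0% = DMSO wells and 100% = reporter-only cells lacking LRH-1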
Vif inh: blocks HIV Vif function; HEK293T cells, Vif self-association by quenched fluorescence, imaging, 24 h; inhibition, % at 7.49 µM; 0.35% of 340,000 active; in the data active = inhibition above about 50%, passing the limit was not always enough; note: some results filed as inactive read as strong as hits
COUP-TFII inh: NR2F2 (human) inhibition, primary screen; P24468; HEK293T NGFI-A luciferase reporter, luminescence; inhibition, % at 8.6 µM; 0.7% of 370,000 active; AID 686940;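 active = inhibition above a per-plate cutoff, mean inhibition of test wells between control levels plus 3 SD, cut at about 38% in these data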;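 note: cells cotransfected with COUP-TFII expression vector driving the NGFI-A reporter; 0% = median of COUP-TF2 test wells and 100% = reporter-only cells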
TROY signal inh: TROY signaling inhibition | 0.98% of 360,000 active | Q293 LMP1-TROYcd NF-kB luciferase reporter, 4 h | AID 1347056 | inhibition, % at 10 µM;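 active = compounds whose plate-normalised and pattern-corrected inhibition of the luciferase reporter signal at the single screening dose is 50% or more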
TLR9-MyD88 inh: inhibitors of human TLR9-MyD88 binding; inhibition, % at 4.98 µM; Q9NR96+Q99836; AID 504734; CHO BLA complementation TLR9-MyD88, CCF4 FRET ratio; 0.21% of 340,000 active;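 active = inhibition above the mean over all tested compounds plus 3 SD, cut at about 21% in these data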;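 note: 0% = DMSO only wells and 100% = clavulanate BLA inhibitor control wells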
C8 TRAIL sens: caspase-8 TRAIL sensitization; NB7+C8 cells + TRAIL, ATPlite viability luminescence; inhibition (viability loss, TRAIL sensitization), % at 10 µM; 1% of 360,000 active; AID 624354;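 active = compounds causing at least 50% loss of cell viability in the single-dose screen, relative to plate controls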
EBV LMP1 NFkB: inhibitors of Epstein-Barr LMP1-induced NF-kappaB reporter; inhibition, % at 12.5 µM; 0.69% of 350,000 active; LMP1-induced NF-kappaB luciferase reporter cells, luminescence; AID 504558; in the data active = inhibition above about 41%;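 note: 0% = neutral control wells and 100% = reference inhibitor control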
SRC3 inh: inhibitors of human steroid receptor coactivator 3 (SRC3); inhibition, % at 3.6 µM; 0.17% of 360,000 active; Q9Y6Q9; AID 588352; HEK293 GAL4-SRC3 luciferase reporter, luminescence;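 active = inhibition above a per-campaign cutoff, the mean of all compounds plus 3 SD, cut at about 60% in these data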;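 note: 0% = DMSO-treated cells and 100% = gossypol-treated cells at 36 µM; higher means less SRC3-driven luciferase light from the GAL4 reporter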
* hit, by the source's call; . = no result given. Only part of the results is shown (hit frequency here may not be typical).

SMILES | SRC2 inh | NCOA1 inh | NOD2-RIPK2 inh | LRH-1 inv ag | Vif inh | COUP-TFII inh | TROY signal inh | TLR9-MyD88 inh | C8 TRAIL sens | EBV LMP1 NFkB | SRC3 inh
c1ccc(-c2cc3nccc(-c4ccccn4)n3n2)cc1 | -62.6 | -110.1 | -2.9 | -122.5 | -14.6 | -82.0 | -17.5 | 1.1 | 22.7 | -28.2 | -81.0
Cc1cc(OCCOCCN(C)CCO)cc(C)c1Cl | -21.8 | 12.6 | -15.2 | 5.2 | 4.8 | 7.8 | 4.2 | 2.8 | 1.3 | -6.8 | 15.3
COc1ccc(OCC(=O)Nc2ccc3c(c2)n(C)c(=O)n3C)cc1 | 1.9 | 24.6 | 9.1 | 6.1 | -0.3 | -17.3 | 7.0 | -2.1 | -6.2 | -3.9 | 10.6
C=CCCC(=O)N1C[C@H]2CON(C)[C@H]2C[C@H]1c1cccc(N2CCOCC2)c1 | -11.8 | -2.5 | -2.0 | 3.9 | . | 3.0 | 0.4 | 8.5 | -2.4 | 3.3 | -9.7
COc1cccc(NC(=O)c2ccncc2)c1 | -30.7 | -37.3 | 3.8 | -2.1 | 11.4 | -4.1 | -6.0 | -1.0 | 2.3 | -6.5 | -9.0
CCc1cc(Cn2nc(C(=O)O)cc2-c2ccccc2)on1 | -11.3 | -26.8 | -9.5 | -5.8 | . | 11.6 | -15.6 | -3.4 | -4.0 | 0.2 | -0.6
C=CCNC(=O)C1CC2c3ccccc3C1c1ccccc12 (stereo not drawn) | -20.5 | -12.4 | -11.9 | -0.2 | 10.7 | 13.0 | -1.3 | 0.7 | -5.0 | 0.8 | 7.4
CCN(CC)c1ccc(N=Nc2nn(C)c(C)c2[N+](=O)[O-])cc1 | -38.2 | -86.9 | 2.5 | -98.2 | 0.7 | -59.1 | -24.7 | -1.2 | 63.1* | -0.7 | -78.2
CCN1CCc2nc3ccccc3c(C(=O)Nc3ccc(C#N)cc3)c2C1 | -3.4 | 8.8 | 8.9 | 6.9 | 3.8 | -1.0 | -5.6 | 9.7 | -0.7 | 2.9 | -3.1
CCOc1cccc(C2C(C#N)=C(N)Oc3cc(C)n(Cc4ccccn4)c(=O)c32)c1OCC (stereo not drawn) | -22.1 | 13.4 | 3.6 | -11.3 | 12.6 | 2.8 | 2.9 | 3.4 | -10.9 | -2.4 | -11.3
CCCC(=O)Nc1cc(C)c(NC(=O)c2ccco2)cn1 | -31.8 | -20.5 | -10.8 | 1.4 | 8.0 | 8.8 | 4.2 | 0.0 | -7.1 | -3.6 | -3.5
Cc1cccc(C)c1NC(=O)CSc1nnc(-c2cnccn2)n1C | 14.6 | -12.2 | 0.2 | -8.9 | -2.4 | 6.7 | -4.2 | -1.1 | -14.6 | 0.3 | 11.5
COCCNC(=O)c1c[nH]c2cc(OC)c(OC)cc2c1=O | -13.7 | -9.9 | -3.4 | 0.4 | 4.7 | 5.1 | 2.5 | -9.8 | -5.4 | -14.6 | 21.9
COc1ccc([C@@H]2C=C(C(=O)O)O[C@H](OCCCCO)C2)cc1 | 1.1 | -15.1 | -5.1 | 8.7 | 1.9 | -13.9 | 3.2 | 1.6 | 8.7 | -2.9 | -15.1
CNc1cncc(-c2cccc(C(=O)NCCN(C)C)c2)n1 | 4.0 | 6.5 | -11.5 | 7.8 | -11.9 | -1.1 | 8.0 | . | -7.4 | . | 2.7
Nn1cnnc1N/N=C/c1cc(Br)cc(Br)c1O | -6.1 | 1.0 | -2.7 | 15.1 | -6.4 | 14.0 | 27.0 | -14.1 | 0.1 | 0.0 | -7.0
Cc1cc(C)nc(SCCC(=O)N2CCOCC2)n1 | 14.1 | -14.6 | -0.1 | -4.3 | 1.5 | 6.5 | 3.6 | 1.8 | 5.5 | -7.4 | 15.5
O=C(Nc1cccc(S(=O)(=O)N2CCCCC2)c1)c1c2c(nc3ccccc13)CCN(Cc1ccccc1)C2 | 0.8 | -15.9 | -15.2 | -3.9 | -4.7 | -9.8 | -12.7 | 13.8 | 3.4 | -0.4 | -11.1
COc1cc(OC)nc(Oc2cccc(Cl)c2C)n1 | 11.3 | 2.0 | -19.8 | 2.3 | 6.4 | 25.6 | -5.2 | . | -11.9 | . | -1.3
CC(=O)c1c(C)nn(C(=O)c2cccs2)c1C | -4.8 | -12.7 | -2.2 | 4.2 | 10.0 | -5.1 | 11.1 | 3.2 | -4.6 | -6.1 | 5.1
Cc1c(N/C=C(\Cl)C(=O)C(F)(F)F)c(=O)n(-c2ccccc2)n1C | -18.9 | 16.3 | -1.8 | -10.0 | 7.3 | -9.3 | 0.4 | -0.6 | 2.7 | -5.4 | 16.8
CCCNC(=O)CSc1nnc(NC(=O)C2CC(=O)N(c3ccccc3OC)C2)s1 (stereo not drawn) | 9.7 | -3.7 | 11.4 | -6.2 | -7.5 | -17.9 | 18.7 | -0.2 | 15.4 | -3.3 | -20.1
Cc1c(C#N)c2ccccc2n1CC(=O)NCC1CCCO1 (stereo not drawn) | -16.7 | 13.0 | -8.3 | 14.9 | 5.5 | -7.2 | 9.8 | 4.5 | 18.0 | 5.2 | 2.1
c1ccc2oc(-c3nn4c(Cn5cnc6ccccc65)nnc4s3)cc2c1 | -6.1 | 6.7 | -11.1 | 11.1 | 13.9 | 23.2 | -12.7 | -7.8 | 12.1 | -9.7 | 6.6
COc1ccc(NC(=S)NC(=O)/C=C/c2cccs2)cc1 | -24.7 | -24.8 | -3.0 | -31.2 | 5.6 | -27.2 | -27.0 | 2.1 | -1.8 | -2.4 | -15.3
O=c1[nH]c2ccccc2c(=O)c2ccccc12 | 0.6 | 5.3 | -6.8 | 15.4 | 6.8 | -6.4 | -11.1 | 0.1 | 1.9 | 1.8 | 1.6
Cc1cc(C(=O)Nc2ccc(S(=O)(=O)Nc3onc(C)c3C)cc2)c(C)o1 | 13.3 | -9.0 | 6.9 | -1.8 | -8.3 | 3.8 | -14.9 | -4.4 | -1.9 | -3.4 | -2.5
Cn1c(SCC#N)nc2ccccc2c1=O | -1.2 | 5.3 | -11.1 | -7.9 | -0.1 | -10.0 | 16.2 | 1.1 | 9.5 | 2.9 | 8.5
COC(=O)c1c(NC(=O)CN2CCN(c3ccccc3)CC2)c2c(C)cccc2n1C | -19.7 | 3.8 | 4.7 | 11.4 | -9.0 | -5.3 | -10.9 | -4.0 | -0.6 | 7.0 | 3.9
O=c1cc(NS(=O)(=O)c2ccccc2)nc(SCc2c(Cl)cccc2Cl)[nH]1 | -3.5 | 10.7 | -8.5 | 15.8 | -4.4 | 9.7 | -4.9 | 8.7 | -10.0 | -5.9 | 16.5
CC(C)(C)OC(=O)C[C@H]1C/C=C\C[C@H](CC(=O)N(CCO)Cc2ccccc2)C(=O)N[C@@H](Cc2ccccc2)COC1=O | -1.7 | -9.4 | 1.9 | 3.4 | -3.4 | 5.7 | 8.1 | -12.7 | 5.5 | 2.6 | -6.4
COc1ccccc1NC(=O)CC(=O)c1ccccc1 | -18.9 | -2.2 | 5.0 | -1.9 | 5.7 | 2.1 | -9.3 | 5.0 | -21.6 | 5.9 | -18.1
O=S(=O)(c1ccc2ccccc2c1)N1CCN(C(=S)Nc2ccc(F)c(Cl)c2)CC1 | -6.0 | 1.2 | 0.6 | 8.3 | -3.3 | 6.7 | 31.6 | 1.6 | -0.8 | 10.4 | 13.6
COc1ccccc1-c1cnc(C(O)c2ccc(F)c(C)c2)[nH]1 (stereo not drawn) | 24.8 | -25.2 | 1.3 | -2.4 | -2.8 | -8.0 | -9.0 | . | 2.6 | . | 2.8
COc1ccc(-c2nc(SC(C)C(=O)Nc3ccc(NC(C)=O)cc3)n[nH]2)cc1 (stereo not drawn) | -20.3 | -14.9 | -7.6 | 2.5 | 2.5 | -12.3 | -14.2 | 3.6 | 5.3 | -5.2 | -3.1
Cc1ccc(-n2c(=O)[nH]c3c(C(N)=O)nc(-c4ccc(C)o4)nc32)cc1 | 1.5 | -23.1 | -11.6 | -2.4 | -3.5 | 4.1 | 8.7 | -1.2 | -10.1 | 0.7 | -10.6
CCOC(=O)c1nnn(-c2nc(N(C)C)nc(N(C)C)n2)c1C | -15.6 | 11.9 | -6.7 | -11.3 | -4.5 | -2.2 | 14.2 | -6.7 | 1.0 | -0.9 | 8.5
CC(Sc1nc2c(c(=O)[nH]1)CCCC2)C(=O)Nc1ccc(S(N)(=O)=O)cc1 (stereo not drawn) | 9.9 | -3.2 | 0.5 | 4.7 | 2.9 | 3.8 | 2.3 | 3.2 | -10.9 | -0.7 | 0.8
O=C(Nc1ccc2nc3ccccc3nc2c1)c1ccc(Br)cc1 | -18.4 | -39.0 | -1.4 | -25.6 | 4.4 | 0.6 | -23.5 | 6.3 | -2.6 | -4.3 | -31.4
O=C(COc1cccc2cccnc12)N1CCc2ccccc21 | -30.7 | -5.8 | 5.7 | -17.9 | 0.8 | -19.1 | -29.0 | -7.4 | 5.1 | -12.2 | -9.8
Cc1ccc2c(=O)[nH]c(Cc3ccccc3C(=O)O)nc2c1 | 26.7 | -16.9 | -8.0 | 2.4 | 5.2 | 20.4 | 41.6 | -3.4 | -17.8 | 10.5 | 18.8
CCn1cc(C(=O)N2CCCCC2)c(=O)c2cc(S(=O)(=O)N3CCC(C)CC3)ccc21 | -5.0 | 4.8 | -13.0 | -18.8 | 3.1 | -17.4 | -4.0 | -3.8 | -5.5 | 4.4 | 5.0
CCN(CC)Cc1c(C)[nH]c2ccc(NC(C)=O)cc2c1=O | 22.4 | 7.4 | -1.8 | 11.3 | 3.9 | 2.8 | -4.2 | 0.9 | -16.2 | 3.9 | -12.1
C[C@@H](C(=O)NC1CCCC1)N1C(=O)N2CCc3c([nH]c4ccccc34)[C@@]2(C)C1=O | 4.4 | -10.7 | 3.3 | -3.7 | -9.8 | 17.2 | -10.8 | 3.0 | 7.2 | -13.8 | 20.7
Brc1ccccc1/C=N/Nc1nc2ccccc2o1 | -70.7 | -59.4 | -12.4 | -49.2 | -0.2 | -17.9 | -69.1 | 1.8 | 0.1 | -36.8 | -89.5
CN1CCc2c(sc3c2C(=O)NC(c2ccco2)N3)C1 (stereo not drawn) | -11.3 | 8.1 | 2.8 | -19.6 | -4.4 | -8.8 | 1.1 | -0.4 | -1.5 | 6.8 | 7.3
COCCN(Cc1ccccc1)C(=O)c1cccc(S(=O)(=O)N2CCN(c3ccc(F)cc3)CC2)c1 | -39.6 | -8.4 | 8.8 | 1.8 | -1.2 | 6.1 | 20.8 | -2.9 | -1.2 | -1.6 | 1.7

Pulled by compound from above (2):
SMILES | SRC2 inh | NCOA1 inh | NOD2-RIPK2 inh | LRH-1 inv ag | Vif inh | COUP-TFII inh | TROY signal inh | TLR9-MyD88 inh | C8 TRAIL sens | EBV LMP1 NFkB | SRC3 inh
CCOC(=O)c1nnn(-c2nc(N(C)C)nc(N(C)C)n2)c1C | -15.6 | 11.9 | -6.7 | -11.3 | -4.5 | -2.2 | 14.2 | -6.7 | 1.0 | -0.9 | 8.5
CN1CCc2c(sc3c2C(=O)NC(c2ccco2)N3)C1 (stereo not drawn) | -11.3 | 8.1 | 2.8 | -19.6 | -4.4 | -8.8 | 1.1 | -0.4 | -1.5 | 6.8 | 7.3
